BL2 CD40 inh: CD40 pathway inhibition in BL2 cells; actives 0.94% (n = 83,000); BL2 NF-kB luciferase reporter, CD40L-induced, 4 h; inhibition, % at 10 µM;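 active = mean inhibition of at least 50% with a set share of replicates also reaching that level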;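 also: 0% = neutral control wells and 100% = IKK inhibitor VII at 50 µM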
* hit, by the source's call; & = joins results of further samples; [ ] = dose if it differs, or a comment. This is a subset; rates above refer to the full screens.

SMILES | BL2 CD40 inh
CN(C)CCNC(=O)C(=O)NCC1CCCN1S(=O)(=O)c1cccs1 (stereo not drawn) | 5.0
OC[C@H]1[C@H](c2ccc(C#CC3CCCC3)cc2)[C@H]2CN(CCC(F)(F)F)CCCCN21 | -9.7[25 µM]
CCc1ccc2nc(SCC(=O)Nc3nnc(C)s3)c(C)cc2c1 | -18.3
CC(C)c1ccccc1NC(=S)NC(=O)C1CCCCC1 | 4.7
Cc1cc(C)cc(OCC(=O)OCC(=O)NC2CCCCCCC2)c1 | 2.5
COc1cccc(CNC(=O)[C@@H]2[C@@H](CO)[C@@H]3Cn4c(ccc(-c5cccc(OC)c5)c4=O)[C@@H]3N2C)c1 | -4.9[25 µM]
CC(=O)Nc1cc(-c2cccc(N)c2)cn2c(-c3ccccc3)cnc12 | -14.6
O=C(CCNC(=O)c1ccccc1)OCC(=O)c1ccccc1 | -0.5
CC1CCCN(C(=O)COC(=O)c2cc(-c3cccs3)nn2-c2ccccc2)C1 (stereo not drawn) | -0.7
CO[C@H]1CN(C)C(=O)c2ccc(NC(C)=O)cc2OC[C@@H](C)N(C(=O)c2cnccn2)C[C@H]1C | 8.5[25 µM]
O=C(COC(=O)c1ccc(S(=O)(=O)NCc2ccco2)cc1)Nc1ccccc1 | 0.8
O=C(C[C@@H]1C[C@H]2c3cc(NC(=O)NC4CCCC4)ccc3O[C@H]2[C@@H](CO)O1)NCc1ccccc1 | -3.2
CCN(CC)C(=O)C(C)N(C#N)c1nc(SC)nc(N(C)C)n1 (stereo not drawn) | 5.0
CN1CCN(c2ccc(S(=O)(=O)Nc3ccccc3)cc2[N+](=O)[O-])CC1 | 2.7
O=C(C[n+]1cccc(O)c1)Nc1ccc(Br)cc1 | 22.8
O=C(Cc1ccncc1)NCC[C@H]1CC[C@@H](NS(=O)(=O)c2ccccc2Cl)[C@@H](CO)O1 | 0.2[25 µM]
COc1ccc(CNC(=O)C[C@H]2C=C[C@H](NC(=O)c3cccc(F)c3)[C@@H](CO)O2)cc1 | -3.8[25 µM]
O=C(NC1CC1)c1cc(F)c(F)cc1Cl | -6.3
CC(=O)c1sc(-c2ccccc2Cl)nc1C | 1.1
Cc1ccc(O)c(-c2cc(C(=O)NCc3ccccc3)[nH]n2)c1 | -1.5
CCOC(=O)c1sc(N(C)C(C)=O)nc1C | 12.6
C[C@@H]1CN([C@H](C)CO)C(=O)c2c(c3ccccc3n2C)-c2ccccc2CO[C@@H]1CN(C)S(C)(=O)=O | -7.8
Cc1ccc(NC(=O)NC(=O)COc2c(F)c(F)cc(F)c2F)c(C)c1 | 2.6
CCC1CCC2(CC1)NC(=O)N(CC(=O)NCc1ccc(Cl)cc1)C2=O (stereo not drawn) | 3.6
CC1CCCC(C)N1C(=O)c1ccccc1 (stereo not drawn) | 4.6

(further entries)
SMILES | BL2 CD40 inh
CN1C(=O)c2cc(NC(=O)C3CCOCC3)ccc2OC[C@H]2O[C@@H](CC(=O)NCC3CC3)CC[C@H]21 | 0.5
CN1CCN(CCCNC(=O)c2cc3c(=O)n(C)c4ccccc4c3s2)CC1 | 10.3
CC1CCCCC1NS(=O)(=O)c1ccc(-n2cnnn2)cc1 (stereo not drawn) | 11.1
COc1cccc(NC(=O)CN(C)C(=O)c2ccc(OCC3CCCO3)cc2)c1 (stereo not drawn) | -12.5
O=C(O)Cc1sc(-c2ccccc2)nc1-c1cccs1 | -10.6
CCC(=O)N1CC(=O)N2[C@H](C1)[C@@H](c1ccc(C#CCC(C)C)cc1)[C@@H]2CO | -20.5[25 µM]
Cn1nnc2cc(C(=O)N3CCN(c4ccccn4)CC3)ccc21 | 5.3
C/C=C/c1ccc([C@H]2[C@@H](C#N)N(c3nc(CC)cs3)[C@H]2CO)cc1 | 9.7[25 µM]
CC(=O)N(C)C[C@@H]1Oc2c(N)cccc2C(=O)N(C)C[C@@H]1C | -5.9
O=C(c1ccccc1)c1coc2ccc(O)c(CN3CCOCC3)c12 | -3.4
O=[N+]([O-])c1ccc2nc[nH]c2c1 | 10.4
O=[N+]([O-])c1ccc(S(=O)(=O)NCC(c2ccc3c(c2)OCO3)N2CCOCC2)cc1 (stereo not drawn) | 0.5
CC1CCCCC1NC(=O)CSc1ncnc2sccc12 (stereo not drawn) | 1.0
c1ccc2[nH]c(CCCCc3nc4ccccc4[nH]3)nc2c1 | -1.8
O=C(NCc1ccccc1CN1CCOCC1)c1ccc(-n2cccn2)cc1 | 4.7
COCCN1C(=O)C(CC(=O)Nc2ccccc2)SC1=Nc1ccc(OC)cc1 (stereo not drawn) | 4.2
O=C(O)C(c1ccccc1)C1(O)CCC1 (stereo not drawn) | 8.6
O=C(C[C@@H]1CC[C@@H](NS(=O)(=O)c2ccccc2F)[C@H](CO)O1)NCCCN1CCOCC1 | 5.3[25 µM]
Cc1cc(-c2nnc3n2N=C(c2ccccc2)CS3)n[nH]1 | 4.9
CC(C)Sc1nc2ccccc2[nH]1 | 5.6
C[C@H](CO)N1C[C@H](C)[C@@H](CN(C)C(=O)OCc2ccccc2)OCc2cnnn2CCCC1=O | -15.4[25 µM]
CCc1ccc(CN(C)C(=O)CCc2nnc(CCc3ccccc3OC)o2)nc1 | 6.0
Cn1c(=O)c2c(nc(NCCCO)n2C/C=C/c2ccccc2)n(C)c1=O | 24.0
COc1ccc(N2C(=O)CC(Nc3ccc(F)cc3)C2=O)c([N+](=O)[O-])c1 (stereo not drawn) | -2.0
O=C(CCl)N1c2ccccc2Sc2ccc3ccccc3c21 | 11.0

Later entries:
SMILES | BL2 CD40 inh
O=C(Nc1ccc2oc(-c3ccccc3)nc2c1)c1cccs1 | -112.1
CC(C)c1ccc(C(=O)N2CCCC(c3cc(C(=O)Nc4ccccc4Cl)no3)C2)cc1 (stereo not drawn) | 11.8
C[C@H](CO)N1C[C@H](C)[C@H](CN(C)C(=O)Nc2ccccc2)Oc2ccc(NS(=O)(=O)c3ccc(F)cc3)cc2C1=O | -1.9[25 µM]
CC(=O)Nc1c(C(=O)O)oc2ccccc12 | -4.9
COCCN1CC(C(=O)NCc2ccccc2-n2ccnc2C)CCC1=O (stereo not drawn) | 6.1
Cn1c(C(=O)O)c(C=O)c2ccccc21 | -0.6
Cc1cc(C(=O)O)c2ccccc2n1 | -1.3
COC(=O)C(NS(=O)(=O)c1ccc(NC(C)=O)cc1)C(C)C (stereo not drawn) | 0.7
CCN1C(=O)c2ccccc2S(=O)(=O)c2ccc(C(=O)N3CCOCC3)cc21 | -1.1
CCOC(=O)C1(Cc2cccc(F)c2)CCN(CCCn2cccn2)CC1 | 1.6
COc1cccc(CNCc2ccccn2)c1OC | -0.4
Cc1noc(C)c1CSc1nc2cc(S(=O)(=O)N3CCOCC3)ccc2o1 | 15.9
CCCN(C(=O)C1CSC2(C)CCC(=O)N12)c1c(N)n(Cc2ccccc2)c(=O)[nH]c1=O (stereo not drawn) | 11.2
C[C@H]1CN([C@@H](C)CO)C(=O)c2ccccc2-c2ccccc2CO[C@H]1CN(C)C(=O)c1ccccc1 | -5.5
COc1ccccc1N1CCN(C(=O)C2CC=CCC2C(=O)O)CC1 (stereo not drawn) | 10.7
CN(C)C(=O)C[C@H]1C[C@@H]2c3cc(NC(=O)c4cccnc4)ccc3O[C@@H]2[C@@H](CO)O1 | 9.5[25 µM]
O=S(=O)(NN=C1CCCCCCC1)c1ccccc1 | -0.4
CO[C@H]1CC[C@H]2CCN(C)C(=O)[C@@H](C)N(C)C(=O)c3cccc(C#N)c3OC[C@H]1O2 | 4.4[25 µM]
COc1cccc(CNn2cnnc2)c1OCc1ccc(F)cc1 | 10.1
COc1ccc(-c2nc(SCC(=O)Nc3c(F)cccc3F)n[nH]2)cc1 | -24.3
CC(C)C(=O)Nc1cc(=O)[nH]c2ncnn12 | 16.8
N#C[C@@H]1[C@H](c2ccccc2-c2ccc(F)cc2)[C@H](CO)N1C(=O)NC1CCCCC1 | 43.6[25 µM]
CCC(=O)N[C@H]1CC[C@H](CC(=O)NCc2ccccc2F)O[C@H]1CO | -5.8[25 µM]
CSc1ncc(Cl)c(C(=O)Nc2nnc(SC)s2)n1 | -2.2
CCOC(=O)C1CCCN(C(=O)Cn2nc(C)n3nc(-c4ccccc4)cc3c2=O)C1 (stereo not drawn) | -2.5

Next section
SMILES | BL2 CD40 inh
CC1(C)Cc2ccccc2-c2nc(-c3ccccc3)oc(=O)c21 | 23.7
C[C@H](NC(=O)C[C@@H]1CC[C@@H]2[C@H](COC[C@H](O)CN2Cc2ccc(C(F)(F)F)cc2)O1)c1ccccc1 | 4.0[25 µM]
O=C(O)c1cc(S(=O)(=O)NC23CC4CC(CC(C4)C2)C3)ccc1Cl | 6.2
CCN(CC)CCNC(=O)c1ccc(NC(C)=O)cc1 | 4.2&28.8
Cc1ccc(S(=O)(=O)N(C)C)cc1NC(=O)CSc1nc2ncc(Cl)cc2[nH]1 | 27.7
COc1ccc(S(=O)(=O)Nc2ccc3c(c2)C(=O)N([C@@H](C)CO)C[C@H](C)[C@@H](CN(C)C(=O)Nc2c(C)noc2C)OCCCC[C@H](C)O3)cc1 | -7.8[25 µM]
CCOC(=O)c1[nH]c2ccccc2c1NC(=O)COC | 16.9
O=C(C[C@H]1C=C[C@H](NC(=O)c2ccc3c(c2)OCO3)[C@H](CO)O1)NC1Cc2ccccc2C1 | -0.6[25 µM]
C[C@H](CO)N1C[C@H](C)[C@H](CN(C)C(=O)Nc2cccc(Cl)c2Cl)OCc2ccccc2-c2ccccc2C1=O | 16.6[25 µM]
NC(=O)NCc1ccccc1Cl | -0.9
CCn1c(SCC(=O)Nc2ccc3c(c2)OCCO3)nnc1-c1cccs1 | 1.0
CCOC(=O)C1(CCCc2ccccc2)CCN(C(=O)c2ccoc2)CC1 | -1.2
N#C[C@H]1[C@@H](c2ccccc2C2=CCCCC2)[C@@H](CO)N1S(=O)(=O)c1cccc(F)c1 | -11.4[25 µM]
Cc1ccc(S(=O)(=O)N2CCN(CC(O)c3ccccc3)CC2)cc1C (stereo not drawn) | -2.9
COc1ccc2c3c([nH]c2c1)[C@H](CO)N(Cc1ccccc1)CC31CN(C(=O)Nc2cccc(F)c2)C1 | 11.7[25 µM]
CC(=O)N1CCN(C(=O)c2cc(S(=O)(=O)N(C)c3ccc(F)cc3)ccc2Cl)CC1 | 0.7
C[C@@H]1CN([C@@H](C)CO)C(=O)CCCn2cc(nn2)CO[C@@H]1CN(C)C(=O)c1ccccc1 | -4.8
N/C(=N\OC(=O)Cc1ccc([N+](=O)[O-])cc1)c1ccccn1 | 64.7*
N#CCC(=O)Nc1ccc(C(=O)OCC(=O)NNC(=O)c2cccs2)cc1 | -15.5
COc1ccc(C(=O)/C=C/c2ccc(OC)c(COc3ccc(F)cc3)c2)cc1 | -1.0
CCOc1ccc(NC(C)=O)cc1N | -12.7
COc1ccc2c3c([nH]c2c1)[C@@H](CO)N(C(=O)CN1CCOCC1)CC31CN(Cc2ccccc2)C1 | 10.4[25 µM]
CC1(C)CC(=O)c2cn3c(nc2C1)nc1ccccc13 | 0.0
O=C(C[C@@H]1CC[C@H](NC(=O)c2cccnc2)[C@H](CO)O1)NCc1ccc(Cl)c(Cl)c1 | 11.4[25 µM]
CC(=O)Nc1ccc(C(=O)N2CCc3cc4c(cc3C2C)OCCCO4)cc1 (stereo not drawn) | 2.6

Retrieved by compound from above, five records:
SMILES | BL2 CD40 inh
O=C(C[C@H]1C=C[C@H](NC(=O)c2ccc3c(c2)OCO3)[C@H](CO)O1)NC1Cc2ccccc2C1 | -0.6[25 µM]
CCCN(C(=O)C1CSC2(C)CCC(=O)N12)c1c(N)n(Cc2ccccc2)c(=O)[nH]c1=O (stereo not drawn) | 11.2
CN(C)CCNC(=O)C(=O)NCC1CCCN1S(=O)(=O)c1cccs1 (stereo not drawn) | 5.0
CO[C@H]1CC[C@H]2CCN(C)C(=O)[C@@H](C)N(C)C(=O)c3cccc(C#N)c3OC[C@H]1O2 | 4.4[25 µM]
CCc1ccc(CN(C)C(=O)CCc2nnc(CCc3ccccc3OC)o2)nc1 | 6.0

Remaining list, next part
SMILES | BL2 CD40 inh
CC1(c2ccc(Cl)cc2)NC(=O)N(CC(=O)N2CCN(S(=O)(=O)c3ccccc3)CC2)C1=O (stereo not drawn) | 3.7
COC(=O)c1c(NC(=O)CS(=O)(=O)c2ccccc2)sc(C)c1C | 18.4
N#C[C@H]1[C@H](c2ccccc2C2=CCCCC2)[C@H](CO)N1C(=O)C1CCOCC1 | 1.7[25 µM]
CC(C)(C)c1ccc(CC(=O)N2CCC2(C)C(=O)NS(=O)(=O)c2cccc(Cl)c2)cc1 (stereo not drawn) | 6.2
CNc1nnc(CSc2nc(C)cc(C)n2)s1 | 20.3
CC1(C)Cc2c(sc3c2C(=O)N(c2ccccc2)C2=NCCCN23)CO1 | 7.8
C/C=C/c1ccc2c(c1)O[C@H](CN(C)C(=O)Nc1cccc(F)c1)[C@@H](C)CN([C@@H](C)CO)S2(=O)=O | 6.3[25 µM]
CO[C@H]1CN(C)C(=O)c2cc(NC(=O)Nc3cc(F)ccc3F)ccc2OC[C@@H](C)NC[C@H]1C | 12.2[25 µM]
COC(=O)[C@H](Cc1ccccc1)NC(=O)N1CCCCC1 | -22.2
O=C(COc1ccccc1)NC1CCCN(Cc2ccccc2F)C1 (stereo not drawn) | 9.3
O=C(NC1CC1)c1cc(-c2ccccn2)nc2ccccc12 | 5.0
C[C@@H]1CN([C@H](C)CO)C(=O)c2cc(NC(=O)NC3CCCCC3)ccc2O[C@@H](C)CCCCO[C@@H]1CN(C)Cc1ccc(Cl)c(Cl)c1 | 0.0
COCC(=O)N1CCCCN2[C@H](CO)[C@H](c3ccc(-c4cccc(C)c4)cc3)[C@H]2C1 | 11.5[25 µM]
CN1CCN(c2ccc(NC(=O)c3ccc(-c4cccc([N+](=O)[O-])c4)o3)cc2)CC1 | -21.4
N#C[C@@H]1[C@@H](c2ccc(C#Cc3cccc(F)c3)cc2)[C@H](CO)N1C(=O)C1CCCC1 | -13.2
CCOC(=O)N(C)C[C@H]1OCc2cn(nn2)CCCC(=O)N([C@H](C)CO)C[C@H]1C | 2.6

Shown with values ahead of the structure: three of the compounds above
| BL2 CD40 inh | molecule |
| --- | --- |
| -22.2 | COC(=O)[C@H](Cc1ccccc1)NC(=O)N1CCCCC1 |
| 9.3 | O=C(COc1ccccc1)NC1CCCN(Cc2ccccc2F)C1 (stereo not drawn) |
| 5.0 | O=C(NC1CC1)c1cc(-c2ccccn2)nc2ccccc12 |

BL2 CD40 inh: entries above that show a hit.
SMILES | BL2 CD40 inh
N/C(=N\OC(=O)Cc1ccc([N+](=O)[O-])cc1)c1ccccn1 | 64.7*

Bioassay records: PubChem BioAssay, Broad Institute
